Mm-Cpn inhibitor: M. maripaludis TRiC chaperonin inhibition; purified Mm-Cpn ATPase, ADP Transcreener TR-FRET; Potency, µM (doses to about 76.9 µM), for the others: at the top dose activity, negative = inhibition, actives largely listed as inhibitors; 330,000 tested, 0.031% active; AID 504842; also: potency is read from the fitted curve at half-maximal effect; % is scaled to controls: 0 for no effect and ±100 for the full control effect; nearly all actives have a fitted effect of over 80% in size
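Quantitative HTS used 25 nM Mm-CPN and 10 uM ATP in magnesium/KCl Tris buffer, pH 7.4, with 1 mM DTT. Hydrolysis ran 30 min at 37°C; ADP was read by HTRF.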
D3 antag: antagonists of human D3 dopamine receptor | max response, negative = inhibition, % | AID 652054 | D3R cells, DiscoveRx beta-arrestin luminescence, antagonist mode; hits give low values | 360,000 tested, 2.5% active; in the data active = max response below about -50%; inconclusive = no clear call, values can overlap the other calls; also: % is scaled to controls: 0 for no effect and ±100 for the full control effect; mostly tested at two doses, the higher about 12 µM
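Cells expressing the human receptor were seeded at 1500 cells/well, incubated overnight at 37 degrees C in 5% CO2, then exposed to library compounds with dopamine controls for 90 minutes at 37 degrees C before luminescent detection.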
EPAC2 ag: activates human EPAC2 exchange factor; EPAC2 activation, biochemical qHTS; response scale: 100% = 6.5 mM cAMP response; Potency, µM (series often up to 154 µM), for the others: at the highest dose activation, actives largely listed as activators; 360,000 tested, 0.079% active; AID 720711; also: potency is read from the fitted curve at half-maximal effect; nearly all actives have a fitted effect of over 50% in size
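Compounds were added across a concentration range to EPAC2 (100 nM), RAP1B-BODIPY-GDP (250 nM) and GDP (50 uM). After 5 min at room temperature, fluorescence was recorded at 5-min intervals for 30 min.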
EPAC2 antagonist: EPAC2 (human) antagonism; Q8WZA2; EPAC2 GEF exchange of Rap1B-BODIPY-GDP, fluorescence; Potency, µM (series often up to 114 µM), for the others: at the top dose activity, negative = inhibition, actives largely listed as inhibitors; 360,000 tested, 0.18% active; AID 720708; also: potency is read from the fitted curve at half-maximal effect; % is scaled to controls: 0 for no effect and ±100 for the full control effect; nearly all actives have a fitted effect of over 45% in size; many of its hits are not listed in these tables
pAkt inh: blocks phosphorylation of Akt. Neuro2A IGF-stimulated pAkt S473 HTRF, 20 min; hits give low values. activity change, % for hits at 50 µM. 360,000 tested, 0.32% active; in the data active = activity change below about -80%; inconclusive = mostly about -51% to -80%; also: % is scaled to controls: 0 for no effect and ±100 for the full control effect
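Neuro2A cells in DMEM with 0.5% FBS, overnight at 37 deg C, given compound at single 50 µM final, then IGF (6 nM final) for 20 min at 37 deg C. Lysed; phospho-Akt Ser473 by HTRF after 24 h, 665/615 ratio.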
CCT modulator: modulators of cytosolic chaperonin (CCT/TRiC) activity. activity change, % (test concentration not listed), hits read low. AID 651819. 360,000 tested, 0.3% active. purified chaperonin ATPase assay, HTRF ADP detection, 30 min; in the data active = activity change below about -30%; also: % is scaled to controls: 0 for no effect and ±100 for the full control effect
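ATPase activity: ADP formed was measured by HTRF Transcreener (665/615 nm ratio) after 30 min at 37 deg C with 10 uM ATP. Compounds screened at one 76 uM concentration against 40 or 20 nM TRiC in Tris pH 7.4/KCl/MgCl2/DTT buffer.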
DRD3 agonist: agonists of human D3 dopamine receptor; P35462; D3R DiscoveRx beta-arrestin cells, luminescence, 90 min; max activation, %; 410,000 tested, 0.58% active; AID 652048; in the data active = max activation above about 30%; also: 0% is about no effect; mostly tested at two doses, the higher about 12 µM
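Agonist mode: compounds and dopamine controls were applied to plated cells for 90 min at 37 degrees C after an overnight attachment at 1500 cells/well. Luminescent read-out followed 30 - 60 minutes at room temperature with DiscoveRx detection reagent.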
PTHR1 agonist: agonists of human PTHR1 parathyroid hormone receptor; Q03431; Potency, µM (titrated, usually from 115 µM), for inactives: at the top dose activation, usual class: activators; HEK293 GP2 PTHR1 cells, GloSensor cAMP luminescence, 1 h; 410,000 tested, 0.075% active; also: potency is read from the fitted curve at half-maximal effect; nearly all actives have a fitted effect of over 55% in size; some results filed as inactive show a strong effect at the top dose; inactives centre near -15; many of its hits are not listed in these tables
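HEK-293-derived GP2 cells expressing PTHR1 and a GloSensor cAMP reporter, 3,000/well, plated overnight, given luciferin plus IBMX (each 0.5 mM as added) for 1 h at 37 °C, then compound for 1 h at 37 °C. Luminescence was read after 15 min at room temperature.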
* = called active by the depositor; i = inactive; ? = inconclusive; / = no result given; & = joins results of further samples; [ ] = another dose, or the depositor's remark. Unless noted, calls follow the shape of the dose curve; as a rule, active = well fitted curve in the direction sought with a large enough effect; inconclusive = small, poorly fitted or top-dose-only effect, or another doubt; inactive = no such curve, though single readings can be large; an effect the other way counts as inactive or inconclusive.

SMILES	Mm-Cpn inhibitor	D3 antag	EPAC2 ag	EPAC2 antagonist	pAkt inh	CCT modulator	DRD3 agonist	PTHR1 agonist
CCCOC1CCCN(C(=O)c2ccc(OC3CCN(Cc4ccccn4)CC3)cc2)C1 (stereo not drawn)	-1%	1	1%	-1%	i	0.1	-8	i
Cc1ccc(C(=O)CSc2nc3ccccc3c(=O)[nH]2)cc1C	3%	14	3%	5%	i	0.2	-3	-6%
Cc1ccc(Cl)c(OC(=O)c2ccc(N3CCOCC3)c([N+](=O)[O-])c2)c1	0%	16	5%	2%	i	-0.2	5	-13%
C#CCOCCOCCOCCNc1nc(N2CCN(C(=O)[C@H](C(C)C)n3cc(CCO)nn3)CC2)nc(N2CCN(C(=O)[C@H]([C@@H](C)CC)n3cc(CCCCN)nn3)CC2)n1	-2%	-4	7%	-10%	i	-0.7	6	?
CCN(CC(=O)NCc1ccc(Cl)cc1)Cc1cc(=O)n2ccsc2n1	-1%	5	-4%	3%	i	-1.9	4	-9%
O=c1[nH]cnc2c1c(-c1ccccc1)cn2-c1cccc(Cl)c1	0%	13	14%	-7%	/	-2.0	-2	-30%[inhibitor]
CC(C)OCCCNC(=O)Cc1ccc(Br)cc1	-2%	9	-3%	12%	i	0.4	12	-20%
COc1ccc(/C(N)=N/OC(=O)CSc2ccccc2)cc1	1%	18	15%	-1%	i	-1.7	-1	-18%[57.5 µM]
Cn1c2ccccc2c(=O)c2c(=O)n(Cc3ccco3)c(-c3ccc(F)cc3)nc21	2%	12	-2%	0%	i	1.3	-3	-31%[inhibitor]
COC(=O)C1=C(CCc2ccccc2)NC(=O)NC1c1ccc(Br)cc1 (stereo not drawn)	-2%	1	6%	-16%	i	-0.3	-18	-64%[inhibitor]
CC(C)NC(=O)CSc1nnc(-c2ccc(S(=O)(=O)N3CCCC3)cc2)n1CC1CCCO1 (stereo not drawn)	1%	5	2%	15%	i	1.1	1	i
CCc1nn(CC(=O)NC(C)CCc2ccccc2)c(=O)c2cc3occc3n12 (stereo not drawn)	1%	8	-5%	8%	i	-2.5	-8	-21%
Cc1cc(C)n(/N=C/c2ccc(O)cc2)c(=O)c1C#N	-8%	-14	6%	7%	i	-3.2	1	-4%
CCOC(=O)c1cnn2cc(-c3[nH]ncc3[N+](=O)[O-])cnc12	2%	-17	3%	6%	i	-2.3	-3	-14%
COc1ccccc1C(=O)CSc1ccccn1	6%	-20	14%	-7%	i	-3.1	5	-3%
Cc1ccc(C(=O)N2CCCCC2)cc1S(=O)(=O)N1CCCC1	0%	3	9%	0%	i	2.3	12	i
COC(=O)c1ccc(Nc2cc(C)nc3nc(C)nn23)cc1	1%	11	13%	-3%	i	0.6	1	-17%
CN(C(=O)CSc1nc(-c2ccccc2)c(-c2ccccc2)o1)C1CCS(=O)(=O)C1 (stereo not drawn)	0%	-13	-3%	-16%	i	-3.2	1	-6%
COc1ccc(Cn2c(C)c(C)c(C#N)c2NC(=O)Nc2ccc(F)cc2)cc1	-24%	-7	-7%	6%	i	0.6	4	i
O=C(c1ccc(N2CCOCC2)nc1)N1CCCCC1	-1%	7	1%	6%	i	1.2	6	i
CCOC(=O)CN1C(=O)c2ccccc2Sc2ncccc21	2%	-1	10%	?	i	-0.2	4&2	i
NC(=O)c1nsc(C(=O)N(c2ccccc2)C(C(=O)NCc2ccc(F)cc2)c2ccc(O)cc2)c1N (stereo not drawn)	-2%	95	6%	2%	i	-0.6	14	-14%
O=C(CSc1nnc(NC(=O)c2c(F)cccc2F)s1)NC1CCCC1	1%	-4	8%	-1%	i	-3.1	-5	i
Cn1cccc1/C=C(/C#N)C(N)=S	-2%	-63*	3%	1%	i	-2.2	-18	-21%
COC(=O)[C@]1(C)N[C@H](c2ccc(-c3ccc(Cl)c(Cl)c3)c(OC)c2)[C@@H]2C(=O)N(C)C(=O)[C@@H]21	-5%	0	13%	-6%	i	-1.4	-11	i
CN(C)C(=O)c1ccc(NC(=O)COc2cccc(Oc3ccccc3)c2)cc1	0%	-10	13%	-6%	i	-2.0	-3	i
Cn1nnnc1SCC(=O)N1c2ccccc2Sc2ccc(Cl)cc21	3%	6	2%	-9%	i	0.7	4	-26%
COc1cccc2cc(C(=O)c3ccccc3)oc12	-12%	0	2%	2%	i	3.2	9	i
CC(OC(=O)c1ccc(NC(=O)CC#N)cc1)C(=O)Nc1ccc2c(c1)OCCO2 (stereo not drawn)	-9%	-9	-2%	0%	i	-3.5	3	i
O=C(c1ccc(Br)o1)N(Cc1ccccc1)c1ccccn1	0%	11	5%	-25%	i	1.3	32*	-36%[inhibitor]
CCOC(=O)Cc1nnc(Nc2ccc(C(=O)NC)cc2)c2ccccc12	-5%	-20	3%	2%	i	-0.2	-1	-9%
O=C(Nc1c2c(nn1-c1ccc(F)cc1)CS(=O)(=O)C2)c1ccc(Br)o1	0%	-18	3%	11%	i	-2.7	-8	-14%
CC(NC(=O)c1cccc(N(C)C)c1)c1ccc(-n2ccnc2)cc1 (stereo not drawn)	-2%	9	2%	-6%	i	-2.6	0	-20%
CC(C)(C)OC(=O)N(Cc1ccccc1)Cc1ccc(OCc2cccc(NC(=O)C3CC3)c2)cc1	/	113	9%	-11%	i	-1.0	65*	-55%[inhibitor]
Cc1oc(CC(C)C)cc1C(=O)Nc1cccc2ccccc12	0%	5	13%	-20%	i	-1.4	-9	-8%[57.5 µM]
CCC1Nc2ncnc(N3CCc4ccccc4C3)c2N(Cc2ccc(Br)cc2)C1=O (stereo not drawn)	/	-84*	10%	?	i	-1.1	-23	-4%
COc1ccc(CNC(=O)c2ccccc2NS(C)(=O)=O)cc1	0%	2	5%	-3%	i	-2.3	3	-2%
COc1cccc2c1C(=O)c1ccc3ccccc3c1C2=O	-1%	-15	12%	-2%	i	-1.6	3	-2%
Cc1cc(C)n(-c2nnc(C)n2/N=C/c2ccccc2OCc2ccccc2Cl)n1	1%	-6	-6%	-7%	i	2.4	0	i
Cn1c(=S)n(CCC(=O)O)c2ccccc21	0%	2	7%	0%	i	-1.6	-2	i
CSc1ccccc1NC(=S)Nc1ccc(S(N)(=O)=O)cc1	3%	10	5%	-9%	i	-0.3	10	i
CCC1CCCCN1C(=O)CCn1ccnc1 (stereo not drawn)	1%	9	9%	-1%	i	-0.8	-3	-83%[inhibitor]
O=C(CSc1n[nH]c(-c2ccccc2O)n1)N1CCOCC1	0%	-20	18%	-8%	i	-2.8	-11	i
COc1ccc(-n2nc(C(=O)NCC(=O)Nc3ccccn3)c3ccccc3c2=O)cc1	-1%	0	-1%	3%	?	0.3	2	-13%
COc1ccc(CCNS(=O)(=O)c2ccc3[nH]c(=O)[nH]c3c2)cc1	2%	7	9%	6%	i	1.0	3	i
CCN(CC)CCCN(Cc1cc2cc3c(cc2[nH]c1=O)OCO3)C(=O)Nc1ccccc1OC	0%	-25	4%	-2%	i	-0.2	-9	-11%[57.5 µM]
CC(=O)c1cccc(NC(=O)CN2C(=O)NC3(CCCCCCC3)C2=O)c1	0%	2	3%	2%	/	-2.2	2	i

Source: PubChem (National Center for Advancing Translational Sciences (NCATS))

These rows are one share of the data. The share of hits here may be higher or lower than overall.
